High-throughput results deposited in PubChem BioAssay by National Center for Advancing Translational Sciences (NCATS).
VP16 counter – counter-screen for ROR gamma inhibitors: Gal4-VP16 reporter; Drosophila S2 Gal4-VP16 UAS-luciferase, luminescence, 20 h; Potency, µM (series often up to 53.6 µM), for the others: at the top dose activity, negative = inhibition, usual class: inhibitors; 310,000 compounds, 3.5% hits; AID 2546;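 also: Gal4-VP16 expression switched on by copper sulfate through the metallothionein promoter; potency is read from the fitted curve at half-maximal effect; % is scaled to controls: 0 for no effect and ±100 for the full control effect; nearly all actives have a fitted effect of over 50% in size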
NPC1 prom act – activators of NPC1 promoter; Huh7 NPC1 promoter luciferase reporter, 24 h; Potency, µM (series often up to 9.22 µM), inactives show top-dose activation, usual class: activators; 320,000 compounds, 2.4% hits; AID 485313;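 also: potency is read from the fitted curve at half-maximal effect; % of control where 0% means no effect; nearly all actives have a fitted effect of over 60% in size; reporter is driven by a mutant NPC1 promoter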
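Readout is luciferase luminescence, reflecting NPC1 promoter activation in stably transfected Huh7 cells after 24 h compound exposure at 37 °C in reduced-serum medium with 10% FBS.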
Tb PFK block – inhibitors of T. brucei phosphofructokinase; T. brucei PFK, ADP-Glo luminescence; Potency, µM (doses to about 57.5 µM), for the others: at the highest dose activity, negative = inhibition, most hits filed as inhibitors; O15648; 330,000 compounds, 0.17% hits;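 also: potency is read from the fitted curve at half-maximal effect; 0% = uninhibited 1x PFK enzyme wells and -100% = no-enzyme wells; nearly all actives have a fitted effect of over 60% in size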
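Luminescent ADP detection (ADP-Glo, two-step: ATP depletion then ADP-to-ATP conversion for luciferase) reported PFK activity after 45 min room-temperature reaction of 1.25 nM enzyme with 0.5 mM F6P and 0.1 mM ATP at pH 8.0.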
uPA surface inh – cell surface uPA generation inhibition; cell surface uPA generation assay, qHTS; Potency, µM (highest dose often 38.3 µM), for the others: at the top dose activity change, negative = inhibition, actives largely listed as inhibitors; 330,000 compounds, 0.31% hits; active = well fitted inhibition curve with a large enough effect; inconclusive = small, poorly fitted or top-dose-only effect; inactive = no such curve, though single readings can be large or run the other way; tested in mouse RAW 264.7 cells; also: potency is read from the fitted curve at half-maximal effect; % is scaled to controls: 0 for no effect and ±100 for the full control effect; nearly all actives have a fitted effect of over 55% in size
FBPA coupling cs – coupling enzyme interference in Giardia aldolase counter-screen. activity change, negative = inhibition, % at 58.2 µM, hits read low. 290,000 compounds, 0.67% hits. coupling enzyme system counterscreen, AmpLite Red fluorescence; in the data active = activity change below about -30%; also: % is scaled to controls: 0 for no effect and ±100 for the full control effect
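Compounds tested against the coupling enzymes alone at 57.5 uM final; readout was AmpLite Red fluorescence (525/598 nm) after 20 min at RT.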
KCNH2 3.1 inh – KCNH2 3.1 (human) potassium channel inhibition | activity change, % (tested at about 1.8 µM) | 340,000 compounds, 0.95% hits | U2OS KCNH2 3.1, thallium flux FluxOr; active compounds read low;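 active = maximum activity change below -70%; inconclusive = maximum activity change from -70% to -50%; inactive = maximum activity change above -50%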;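 also: thallium influx rate constant from kinetic fluorescence after stimulation buffer; % is scaled to controls: 0 for no effect and ±100 for the full control effect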
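We transduce U2OS cells with the mutant 3.1 virus, culture them overnight, load FluxOr with Red40 quencher for 45 min, then add stimulation buffer and read kinetically for 2 min to derive a normalized rate constant.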
RORg inh – ROR gamma (mouse) transcription inhibition; P51450; Drosophila S2 Gal4-RORgamma UAS-luciferase reporter, 20 h; AID 2551; 310,000 compounds, 5.4% hits; Potency, µM (series often up to 53.6 µM), inactives show at the top dose activity change, negative = inhibition, actives largely listed as inhibitors; also: potency is read from the fitted curve at half-maximal effect; % is scaled to controls: 0 for no effect and ±100 for the full control effect; nearly all actives have a fitted effect of over 60% in size
Target sequence (P51450 whole entry, looked up, the tested form may be a part): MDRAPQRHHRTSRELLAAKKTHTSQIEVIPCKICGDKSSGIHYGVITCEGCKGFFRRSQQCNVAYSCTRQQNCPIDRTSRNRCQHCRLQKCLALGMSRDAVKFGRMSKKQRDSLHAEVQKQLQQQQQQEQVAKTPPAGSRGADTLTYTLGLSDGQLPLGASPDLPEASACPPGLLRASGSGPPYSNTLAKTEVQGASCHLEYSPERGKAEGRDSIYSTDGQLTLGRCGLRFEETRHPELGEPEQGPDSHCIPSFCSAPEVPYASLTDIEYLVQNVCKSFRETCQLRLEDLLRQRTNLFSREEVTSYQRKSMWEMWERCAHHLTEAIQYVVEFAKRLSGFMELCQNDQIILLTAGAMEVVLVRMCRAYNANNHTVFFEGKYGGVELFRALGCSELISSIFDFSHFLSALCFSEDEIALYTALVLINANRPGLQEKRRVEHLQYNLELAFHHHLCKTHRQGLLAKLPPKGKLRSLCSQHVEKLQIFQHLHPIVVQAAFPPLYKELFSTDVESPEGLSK
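Schneider cells (Drosophila), stable Gal4 DBD–ROR gamma + UAS-luc; 1 hr cmpd preincubation; Cu2+ induction 700 uM final; 20 hr ambient; luminescence.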
FLuc counter – firefly luciferase modulation, counter-screen for miR-21 project; AID 588342; purified FLuc, Km substrates, luminescence inhibition; Potency, µM (doses to about 57.5 µM), inactives show at the highest dose activity change, negative = inhibition, hits mostly inhibitors; 360,000 compounds, 6.9% hits;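 also: potency is read from the fitted curve at half-maximal effect; plate controls were vehicle for no effect and reference inhibitor for full effect; nearly all actives have a fitted effect of over 55% in size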
Target sequence (P08659 whole entry, looked up): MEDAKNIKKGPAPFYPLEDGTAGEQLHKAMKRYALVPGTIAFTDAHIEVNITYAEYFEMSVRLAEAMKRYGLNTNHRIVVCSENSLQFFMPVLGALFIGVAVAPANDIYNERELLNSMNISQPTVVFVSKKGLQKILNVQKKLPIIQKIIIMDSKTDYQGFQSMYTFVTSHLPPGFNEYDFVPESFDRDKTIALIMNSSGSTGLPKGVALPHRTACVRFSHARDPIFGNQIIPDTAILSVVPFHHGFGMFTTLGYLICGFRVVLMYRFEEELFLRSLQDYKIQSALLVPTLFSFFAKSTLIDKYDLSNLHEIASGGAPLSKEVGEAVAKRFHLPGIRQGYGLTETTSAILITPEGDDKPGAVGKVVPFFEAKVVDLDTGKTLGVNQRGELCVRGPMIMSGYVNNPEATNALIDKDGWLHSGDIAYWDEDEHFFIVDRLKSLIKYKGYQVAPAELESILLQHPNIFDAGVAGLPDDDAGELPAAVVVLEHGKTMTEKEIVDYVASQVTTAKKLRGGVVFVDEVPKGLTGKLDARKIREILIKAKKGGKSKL
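Purified P. pyralis luciferase, 10 nM final, with Km-level 10 uM D-luciferin and 10 uM ATP in 50 mM Tris acetate pH 7.5, 10 mM Mg acetate, 0.01% Tween-20, 0.05% BSA; 6-point qHTS titration about 60 µM downward; luminescence read.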
Rab9 promoter act – activates the Rab9 promoter; Huh7 Rab9 promoter-luciferase reporter, luminescence, 24 h; Potency, µM (top dose mostly 9.22 µM), for inactives: at the highest dose activation, negative = inhibition, usual class: activators; 320,000 compounds, 2.8% hits; AID 485297; also: potency is read from the fitted curve at half-maximal effect; % of control where 0% means no effect; nearly all actives have a fitted effect of over 60% in size
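Using Huh7 cells stably transfected with Rab9 promoter–luciferase, compounds were incubated 24 h at 37 °C, 5% CO2; luciferase luminescence was read 10 min after reagent addition.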
ELG1 genotox – inducers of genotoxicity in HEK293T ELG1-luciferase cells | HEK293T ELG1-luciferase reporter, luminescence, 16 h | Potency, µM (series often up to 46 µM), for the others: at the top dose activity change, positive = activation, usual class: activators | 330,000 compounds, 1.3% hits; also: potency is read from the fitted curve at half-maximal effect; % of control where 0% means no effect; nearly all actives have a fitted effect of over 60% in size
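HEK293T cells expressing luciferase-tagged ELG1 were treated with compound or DMSO for 16 hr at 37°C. Luciferase activity was then read after 30 min with ONE-Glo at room temperature; rising signal flags genetic stress.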
Giardia kill – kills Giardia lamblia. activity change, % at 7.66 µM, hits read low. 340,000 compounds, 0.15% hits. AID 540267. Giardia lamblia trophozoite viability; in the data active = activity change below about -80%; inconclusive = between about -30% and that limit;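 also: parasites exposed to compound for two days anaerobically before the ATP read; % is scaled to controls: 0 for no effect and ±100 for the full control effect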
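Trophozoite viability was measured as ATP-dependent luminescence, read 15-30 min after reagent addition. Before that, parasites at 100 cells/well were exposed to compounds for 48 h, anaerobically, at 37 deg C.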
The depositor's hits bear a star; u = inconclusive; x = not tested or not shown; & = joins results of further samples; [ ] = another dose, or the depositor's remark. Unless noted, calls follow the shape of the dose curve; as a rule, active = well fitted curve in the direction sought with a large enough effect; inconclusive = small, poorly fitted or top-dose-only effect, or another doubt; inactive = no such curve, though single readings can be large; an effect the other way counts as inactive or inconclusive.

1) O=C(Nc1ccc(F)cc1)Nc1ccccc1NS(=O)(=O)c1cccs1
2) O=C(C1CCN(S(=O)(=O)c2ccccc2)CC1)N1CCc2ccccc21
3) CSc1ncccc1C(=O)NC1CCCCCC1
4) Cc1ccc(S(=O)(=O)CCc2nc3ccccc3n2CCC#N)cc1
5) COc1ccc(NC(=O)c2sccc2C)c([N+](=O)[O-])c1
6) CCOc1ncccc1C(=O)N(CC)CC(=O)NCc1ccc(Cl)cc1
7) COc1ccccc1NC(=O)N[C@@H](Cc1c[nH]c2ccccc12)C(=O)NN
8) O=C(c1ccc(Cl)c(Cl)c1)N1CCC(=O)N(C(COCc2ccc(Cl)cc2)Cc2ccccc2)CC1 (stereo not given)
compound no.	1	2	3	4	5	6	7	8
VP16 counter	-2%	-3%	4%	-7%	u	5%	-17%	-12%
NPC1 prom act	1%	21%	-4%	-3%	u	-1%	1%	-3%
Tb PFK block	2%	-1%	0%	-3%	0%	3%	-5%	0%
uPA surface inh	-3%	-2%	-7%	-5%	-3%	5%	1%	u
FBPA coupling cs	4	x	0	1	0	0	2	-1
KCNH2 3.1 inh	22	x	14	12	-19	-4	-32	-14
RORg inh	u	-29%	u	-14%	11%	12%	-1%	u
FLuc counter	u	21µM*	-1%	-3%	u	0%	-2%	5%
Rab9 promoter act	-1%	u	u	-14%	u	-4%	-2%	2%
ELG1 genotox	0%	-3%	2%	-10%	14%	-3%	0%	-6%
Giardia kill	-1	26	15	-4	-6	-4	-7	-3

9) O=C(CN(Cc1cccs1)C(=O)CNS(=O)(=O)c1ccc(F)cc1)NCc1ccco1
10) NC(=S)n1[nH]c(-c2ccccc2)c(N=Nc2ccccc2C(=O)N2CCOCC2)c1=O
11) CSc1ncccc1C(=O)OCC(=O)N(C)C1CCS(=O)(=O)C1 (stereo not given)
12) CC(C)Sc1nc2ccccc2n1CC(=O)NCc1ccc2c(c1)OCO2
13) COc1ccc(-c2noc(N3CCC(C(=O)N4CCN(c5ccccn5)CC4)CC3)n2)cc1
14) Cc1nn(-c2ccccc2)c(Cl)c1C(=O)OCC(=O)N(C)c1c(N)n(Cc2ccccc2)c(=O)[nH]c1=O
15) CCCCSc1nnc2n(CCc3ccccc3)c(=O)c3c4c(sc3n12)COC(C)(C)C4
16) O=C1CC(c2ccccc2)=NN1c1nc(-c2ccccc2)cs1
compound no.	9	10	11	12	13	14	15	16
VP16 counter	0%	-14%	6%	1%	u	x	10%	8%
NPC1 prom act	-4%	-3%	-2%	1%	-12%	-5%	-2%	0%
Tb PFK block	3%	-6%	6%	1%	19%	0%	0%	9%
uPA surface inh	6%	-4%	2%	-1%	-8%	-2%	7%	x
FBPA coupling cs	1	-5	1	0	8	x	-2	5
KCNH2 3.1 inh	-22	-23	2	-5	-19	8	4	5
RORg inh	26%	2µM*	0%	10%	7%	x	6%	u
FLuc counter	2%	-6%	2%	-13%	u	1%	2%	u
Rab9 promoter act	0%	-8%	12%	1%	-7%	0%	-3%	0%
ELG1 genotox	-3%	-5%	1%	-3%	-21%	0%	0%	5%
Giardia kill	-9	-11	-4	-3	6	7	12	19

17) OCC[C@H]1C[C@@H](O)[C@H](O)[C@]2(Cc3ccccc3CCO2)O1
18) CNC(=O)CN1C(=O)NC2(CCc3ccccc32)C1=O (stereo not given)
19) COc1ccc(-c2csc(CCN3N=C(C)CC3=O)n2)cc1
20) COc1ccccc1/C=C1\SC(=O)N(CC(=O)NCCCn2ccnc2)C1=O
21) C/C(N)=C(/C#N)C(=O)COC(=O)CNS(=O)(=O)c1ccc(C)cc1
22) O=C(O)c1cccnc1Cl
23) N#Cc1ccccc1NC(=O)COC(=O)CSc1nc2ccccc2o1
24) Cc1ccc2c(c1)CCCN2C(=O)NC1CCCCC1
compound no.	17	18	19	20	21	22	23	24
VP16 counter	x	11%	-7%	0%	17%	-2%	1%	-6%
NPC1 prom act	1%	11%	0%	-1%	-4%	-1%	-4%	1%
Tb PFK block	3%	-5%	1%	2%	-6%	2%	-3%	-6%
uPA surface inh	4%	0%	-5%	0%	3%	-22%	4%	5%
FBPA coupling cs	x	-1	-9	-1	3	3	-1	5
KCNH2 3.1 inh	-3	-10	-4	13	15	6	1	13
RORg inh	x	1%	43%	-23%	-17%	-8%	30%	31%
FLuc counter	0%	1%	u	-16%	2%	1%	5%	u
Rab9 promoter act	0%	3%	-1%	0%	14%	-4%	-1%	-6%
ELG1 genotox	-3%	0%	13%	-1%	2%	1%	0%	-6%
Giardia kill	2	-3	15	12	4	-16	-13	-16

25) COc1ccc(C(=O)NCC(=O)OCn2nnc3ccccc3c2=O)cc1OC
26) O=C(O)CCN=C1CCc2ccccc2N1
27) COc1ccc(C(CC(=O)O)NC(=O)c2ccco2)cc1 (stereo not given)
28) CCCC(=O)N/N=C1\CS(=O)(=O)N(C)c2ccsc21
29) COc1ccccc1NC(=O)c1ccc(NC(=O)CSc2nc(N)cc(=O)[nH]2)cc1
30) CCCn1nc2cc(C(=O)NC3CCc4ccccc43)ccc2c1OCC (stereo not given)
31) CCCN1CCc2nc(SCC(=O)Nc3ccc(C)c(Cl)c3)[nH]c(=O)c2C1
32) NC(=O)c1cc2ccccc2o/c1=N\NC(=O)c1ccco1
compound no.	25	26	27	28	29	30	31	32
VP16 counter	-5%	3%	0%	u	x	-15%	-3%	-18%
NPC1 prom act	4%	0%	1%	7%	-7%	0%	5%	-1%
Tb PFK block	-6%	1%	3%	1%	7%	-10%	0%	20%
uPA surface inh	x	x	2%	5%	13%	2%	11%	0%
FBPA coupling cs	5	3	0	1	x	-2	-4	-2
KCNH2 3.1 inh	x	x	3	18	-4	-8	-3	8
RORg inh	0%	-17%	3%	u	x	u	-23%	-40%
FLuc counter	-5%	6%	-2%	0%	3%	2%	-2%&1%	1%
Rab9 promoter act	-1%	1%	1%	0%	-4%	-1%	-4%	0%
ELG1 genotox	1%	0%	-2%	1%	7%	1%	9%	0%
Giardia kill	x	x	2	-2	3	8	-15	-5

Structures from the list above with a COOH group, in the order listed:
22) O=C(O)c1cccnc1Cl
26) O=C(O)CCN=C1CCc2ccccc2N1
27) COc1ccc(C(CC(=O)O)NC(=O)c2ccco2)cc1 (stereo not given)
compound no.	22	26	27
VP16 counter	-2%	3%	0%
NPC1 prom act	-1%	0%	1%
Tb PFK block	2%	1%	3%
uPA surface inh	-22%	x	2%
FBPA coupling cs	3	3	0
KCNH2 3.1 inh	6	x	3
RORg inh	-8%	-17%	3%
FLuc counter	1%	6%	-2%
Rab9 promoter act	-4%	1%	1%
ELG1 genotox	1%	0%	-2%
Giardia kill	-16	x	2

(further entries)
33) COc1ccc(N2CC(NC(=O)NCCC(C)C)CC2=O)cc1 (stereo not given)
34) COc1ccccc1CNC(=O)C1CCCN(c2cnccn2)C1 (stereo not given)
35) Cc1cc(NC(=O)CSc2ccc(-c3cccc([N+](=O)[O-])c3)nn2)no1
36) COc1ccc(CN(C)C(=O)Cc2ccc(S(=O)(=O)N3CCOCC3)s2)cc1OC
37) CC(O)c1nc2ccccc2n1CCCc1ccccc1 (stereo not given)
38) COc1cccc(NC(=O)CC2C(=O)NC3CCCCC3N2C(=O)c2ccc(F)cc2)c1 (stereo not given)
39) CCCCc1nnc(NC(=O)COc2ccc3c(C)cc(=O)oc3c2)s1
40) NC(=O)CC(NC(=O)c1cccc(Br)c1)c1ccc(N2CCN(c3ccc(F)cc3)CC2)c([N+](=O)[O-])c1 (stereo not given)
41) C[n+]1ccccc1/C=N/O
42) CC(=O)Oc1ccc(/C=C2/SC(=S)N(Cc3ccccc3)C2=O)cc1
compound no.	33	34	35	36	37	38	39	40	41	42
VP16 counter	-1%	0%	9%	x	0%	14%	-13%	u	6%&-3%&0%	0%
NPC1 prom act	-1%	0%	2%	2%	-2%	-2%	-3%	-3%	1%&3%	1%
Tb PFK block	1%	6%	0%	10%	2%	4%	0%	-2%	-1%&-2%	2%
uPA surface inh	1%	3%	-2%	-1%	-22%	-5%	x	5%	-2%&-15%	-3%
FBPA coupling cs	-1	x	0	x	10	5	5	2	2&3&3	4
KCNH2 3.1 inh	-8	5	17	3	-6	4	x	0	-17&8	-26
RORg inh	14%	-1%	-2%	x	3%	u	6%	u	1%&14%&0%	7%
FLuc counter	0%	1%	1%	0%	-3%	5%	-3%	0%	-1%&4%	-14%
Rab9 promoter act	1%	-6%	-36%[inhibitor]	-7%	6%	-8%	-2%	-3%	-2%&-2%	-1%
ELG1 genotox	1%	-1%	-5%	1%	-10%	-6%	0%	-3%	2%&3%	-3%
Giardia kill	22	13	5	0	9	9	x	-1	-2&13	-8
